Screens deposited in PubChem by several laboratories.
OX1R antag: blocks the human orexin 1 receptor | 330,000 tested, 1.8% active | inhibition, % at 6.6 µM | OX1R-expressing cells, FRET antagonist read-out; in the data active means inhibition mostly above about 38%, no sharp cut-off; inactive means mostly below about 40%;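 further: 0% = agonist challenge alone and 100% = reference antagonist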
Target sequence (O43613 whole entry, looked up): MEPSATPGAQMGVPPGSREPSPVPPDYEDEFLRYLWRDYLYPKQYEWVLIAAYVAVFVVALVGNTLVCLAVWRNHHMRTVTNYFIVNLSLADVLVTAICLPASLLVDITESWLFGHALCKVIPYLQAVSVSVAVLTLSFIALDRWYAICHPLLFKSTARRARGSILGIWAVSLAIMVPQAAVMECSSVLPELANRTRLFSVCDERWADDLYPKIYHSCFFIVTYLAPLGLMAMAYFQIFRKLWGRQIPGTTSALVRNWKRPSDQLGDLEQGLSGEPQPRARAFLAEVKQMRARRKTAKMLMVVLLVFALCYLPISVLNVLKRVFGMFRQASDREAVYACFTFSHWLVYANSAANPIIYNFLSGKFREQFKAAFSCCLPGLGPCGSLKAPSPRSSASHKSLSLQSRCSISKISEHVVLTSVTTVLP
STK33 kinase inh: blocks human STK33 kinase activity; 320,000 tested, 0.073% active; AID 2661; inhibition, % at 10 µM; purified STK33, MBP phosphorylation, ADP-Glo luminescence;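 active means inhibition at or above 25%, using the most active replicate where run in duplicate; inactive means inhibition below 25%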
Target sequence (Q9BYT3 whole entry, looked up): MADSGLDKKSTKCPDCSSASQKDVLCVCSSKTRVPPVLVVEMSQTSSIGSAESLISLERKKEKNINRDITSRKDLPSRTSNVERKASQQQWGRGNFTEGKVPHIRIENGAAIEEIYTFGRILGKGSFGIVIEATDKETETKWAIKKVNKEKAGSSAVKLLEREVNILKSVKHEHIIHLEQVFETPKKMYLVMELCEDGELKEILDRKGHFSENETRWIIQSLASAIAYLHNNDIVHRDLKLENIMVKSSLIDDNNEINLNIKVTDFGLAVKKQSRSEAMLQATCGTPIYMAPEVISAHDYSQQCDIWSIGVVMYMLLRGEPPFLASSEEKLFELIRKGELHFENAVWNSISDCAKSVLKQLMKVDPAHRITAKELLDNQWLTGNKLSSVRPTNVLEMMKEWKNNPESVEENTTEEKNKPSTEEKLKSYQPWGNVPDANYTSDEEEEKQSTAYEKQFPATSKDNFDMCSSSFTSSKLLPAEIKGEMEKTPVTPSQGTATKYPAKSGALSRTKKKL
Numbers without * were called inactive; . = not tested or not shown. Outcome played no part in choosing rows; about 1.8% have a hit in one of these screens.

SMILES	OX1R antag	STK33 kinase inh
O=C1c2ccccc2C(=O)N1CCC#Cc1ccc2cc(CCCO)oc(=O)c2c1	8	0.0
Cc1ccccc1NC(=O)NCCCN1CCCC1=O	12	-1.5
COc1ccc(N2CCN(C(=O)CSc3nnnn3C3CC3)CC2)cc1	3	-1.2
COc1ccc(C(=O)/C=C/c2ccc(OC)c(O)c2)c(F)c1	34	3.3
COc1ccc2nc3oc(C(=O)Nc4ccc(OC)c(OC)c4)cc3cc2c1	13	-6.8
N#CCCCn1c(=O)oc2ccccc21	3	-1.0
CC(C)OC(=O)Cn1nnc(-c2ccccc2)n1	34	-2.0
COc1ccc(NC(=O)c2cc(-c3ccncc3)nc3ccc(Br)cc23)cc1OC	27	-1.3
Cc1ccc(N/N=C/c2ccncc2)cc1	18	-0.2
Cc1nc(S(=O)(=O)c2ccc(Cl)cc2)c(N(C)C)o1	3	-0.8
Cc1ccn2c(=O)nc(SCC(=O)NCCc3ccccc3)nc2c1	5	-0.2
CC(C)CCN(C(=S)NC(=O)C1CCCCC1)c1c(N)n(Cc2ccccc2)c(=O)[nH]c1=O	-2	0.8
CCOc1ccc(NC(=O)C(=O)NCCN2CCN(S(=O)(=O)c3ccc(C)cc3)CC2)cc1	6	0.4
COc1ccc(OC)c(NC(=O)CN(C)CCOc2ccc(Br)cc2)c1	39*	0.0
CCOC(=O)c1c(/N=C/c2cc(OC)cc([N+](=O)[O-])c2O)sc(C)c1C	29	1.0
Oc1ccccc1C(=S)N1CCCCC1	13	-0.5
OCCN1CCOCCOc2ccccc2OCCOCC1	10	0.1
Cc1ccc(NC(=O)CCCc2nc3ccccc3s2)c(O)c1	34	2.3
CCn1c(SCC(=O)NNC(=O)Cc2ccccc2)nnc1-c1ccccc1	10	-1.1
CC(C)(C)OC(=O)C[C@H]1C/C=C\C[C@@H](CC(=O)N(CCO)Cc2ccccc2)C(=O)NC[C@@H](c2ccccc2)OC1=O	4	-0.8
CCN(C(=O)COC(=O)c1cc(OC)ccc1Br)C1CCS(=O)(=O)C1 (stereo unspecified)	14	1.0
COc1cc(/C=N/n2cnnc2)ccc1OCc1ccccc1	12	-1.3
CCN(CC)CCNC(=O)CCCNC(=O)Cn1cnc2sc(C)c(C)c2c1=O	6	0.1
Cc1ncoc1C(=O)NC1CC(C)(C)Cc2c1cnn2-c1ccc(F)cc1 (stereo unspecified)	24	-0.1
Cn1nnc2ccccc2c1=O	3	0.4

Structures listed above printed as active in OX1R antag:
SMILES	OX1R antag	STK33 kinase inh
COc1ccc(OC)c(NC(=O)CN(C)CCOc2ccc(Br)cc2)c1	39*	0.0

More compounds follow.
SMILES	OX1R antag	STK33 kinase inh
NC(=O)N=Nc1c(O)n(Cc2ccccc2)c2ccc(Br)cc12	.	-0.5
CCC(C)[C@H](NC(=O)NCc1cccs1)C(=O)OC (stereo partly specified)	2	-1.7
COc1ccc(C(=O)COC(=O)CN2C(=O)C3C4CCC(C4)C3C2=O)cc1 (stereo unspecified)	11	0.6
O=C(O)CCC(=O)N1c2ccccc2NC2=C(C(=O)CC(c3ccc(F)cc3)C2)C1c1ccc([N+](=O)[O-])o1 (stereo unspecified)	32	-0.3
O=C(Nc1ccc(S(=O)(=O)N2CCCC2)cc1)c1ccc(CN2CCOCC2)cc1	12	-1.5
Cc1noc(NS(=O)(=O)c2ccc(N/C=C/C(=O)c3ccccc3)cc2)c1C	2	4.8
CCOC(=O)C1=C(C)N(CC)C(=S)NC1c1ccc(Cl)cc1 (stereo unspecified)	2	-0.7
Cc1cccn2cc(CNC(=O)CC3CCCC3)nc12	9	-1.1
CCOc1ccc(NS(=O)(=O)c2ccc3c(c2)oc(=O)n3C)cc1	10	0.4
C=CCOc1ccc(CNc2nn[nH]n2)cc1	9	-0.4
COc1ccc(C(=O)CC(=O)C(=O)Nc2cccc([N+](=O)[O-])c2C)cc1	2	0.1
O=C(NCCNC(=O)c1ccccc1)c1ccccc1	10	-1.0
C=CCNC(=O)c1onc(CSc2ccccn2)c1C(=O)NCC=C	8	-0.5
N=c1c2c(ncn1CCCO)Oc1cc(O)ccc1C2c1ccccc1 (stereo unspecified)	5	-0.2
Cc1cc(C)nc(N2CCC(C(=O)NCc3cccs3)CC2)n1	9	0.7
O=S(=O)(Nc1nc2ccccc2nc1Nc1ccc2c(c1)OCCO2)c1cccs1	27	0.7
COc1cccc(N(C(=O)CNC(=O)c2ccco2)C(C(=O)NC2CCCC2)c2cccnc2)c1 (stereo unspecified)	24	-0.3
O=C1CN(c2nnnn2-c2ccccc2)CCN1	10	0.2
COc1ccc(OC)c(NC(=O)CSc2nnnn2-c2ccccc2F)c1	15	-1.0
CCN=C1S/C(=C\c2ccc(Sc3ccc(Cl)cc3)o2)C(=O)N1CC	9	0.9
C/C(=N/OC(=O)c1cccc(Cl)c1)c1nccs1	11	-0.1
Cc1ccc(S(=O)(=O)N2CCN(CC(=O)N/N=C/c3ccco3)CC2)cc1	13	-0.1
COc1ccccc1NC(=O)c1sc2ncn(Cc3ccccc3C)c(=O)c2c1C	7	-2.2
COC(=O)c1c(NC(=O)C(=O)N2CCOCC2)sc2c1CCCC2	14	-1.5
O=C(/C=C/c1cccc(Cl)c1)NCCc1ccccc1	15	1.4
SMILES	OX1R antag	STK33 kinase inh
O=C(O)Cc1ccc(O)c(F)c1	14	-2.3
Cc1c(C(=O)OC(C)C)sc(N)c1C(=O)OC(C)C	6	-2.3
CC(=O)Nc1nc(C)c(Oc2ccc(Cl)cc2)c(=O)[nH]1	6	-2.0
COc1ccc(N2CC(C(=O)Nc3nnc(SCc4ccccn4)s3)CC2=O)cc1 (stereo unspecified)	7	-0.6
COc1ccc(-c2nnc(SCC(=O)NC(C)C)n2CC2CCCO2)cc1OC (stereo unspecified)	13	-3.1
O=C1c2ccccc2[C@@H]2C[C@@H](O)[C@H](Nc3ccccc3Cl)CCN12	7	.
CC(CO)N1CCS(=O)(=O)CC1 (stereo unspecified)	24	-1.1
Cc1nn(CCCC(=O)NCCc2ccccc2)c(=O)c2nccn12	6	-0.3
O=C1CC(Sc2cccs2)C(=O)N1c1ccccc1 (stereo unspecified)	11	0.3
Cc1cc(N)n(-c2nc3ccccc3s2)n1	3	1.0
Cc1ccc2c(c1)/C(=C/c1ccccc1C)C(=O)N2	4	3.3
COc1ccc(NC(=O)CC23CC4CC(C2)CC(n2nnc(C)n2)(C4)C3)cc1	-4	-0.9
O=S(=O)([N-]c1nc2ccccc2nc1-n1cc[n+](Cc2ccccc2)c1)c1ccc(Br)cc1	7	7.6
c1ccc(-c2ccncc2)nc1	3	0.1
Cc1cccc(C(=O)NC(NCCc2ccccc2)C(Cl)(Cl)Cl)c1 (stereo unspecified)	29	-1.5
COc1ccc(CC(=O)OCC(=O)c2ccc(S(=O)(=O)N3CCCCC3)cc2)cc1	2	-0.2
Cc1ccc(C)c(NC(=O)CN(C)C(=O)c2ccc(-n3cncn3)c([N+](=O)[O-])c2)c1	22	-0.4
O=C1CCCC/C1=N\Nc1ccc(C2CCCCC2)cc1	11	-0.7
N#CC(c1ccccc1O)N1N=C(c2ccccc2)CC1c1ccccc1 (stereo unspecified)	16	0.8
CC1(C)CC(=O)C(C=Nc2ccc(O)cc2)=C(O)C1	25	-0.6
CC(NCC(=O)Nc1cc(S(=O)(=O)N2CCCCCC2)ccc1Cl)c1ccccc1 (stereo unspecified)	24	-1.8
Cc1nc(C(=O)N2CCCC(C(=O)c3cccc(OC(C)C)c3)C2)cs1 (stereo unspecified)	.	1.3
O=C(N1CCOCC1)C(F)(F)C(=O)N1CCOCC1	11	-2.0
CCOC(=O)c1sc2nc(CSc3ccccc3)nc(N3CCC(C(N)=O)CC3)c2c1C	12	0.4
CCC(CC)C(=O)Nc1cccc(C(=O)Nc2ccc3c(c2)OCO3)c1	23	1.3
SMILES	OX1R antag	STK33 kinase inh
O=C(CC1NCCNC1=O)Nc1cccc([N+](=O)[O-])c1 (stereo unspecified)	39	0.3
CNS(=O)(=O)c1ccc(C(=O)NCC(=O)NCCc2ccc3c(c2)OCCO3)cc1	-2	-1.3
COc1ccc(NS(=O)(=O)c2c(F)cccc2F)cc1S(=O)(=O)N1CCOCC1	3	.
Cc1cccc(CC(=O)N2CCOCC2)c1	-3	-2.0
C=CCn1c(SCC(=O)NCc2ccco2)nc2ccccc2c1=O	20	-0.1
COc1cccc(NC(=O)CN(C)C(=O)C2CCN(C(=O)c3ccccc3C)CC2)c1	7	-0.5
CN1CCC(N(C)C(=O)c2ccc(Cl)c(S(=O)(=O)N3CCCCC3)c2)CC1	-2	.
COc1cccc(C2c3[nH]c4ccccc4c3CCN2Cc2cnn(C)c2)c1 (stereo unspecified)	11	1.2
CCCn1c(SCC(=O)Nc2nc3c(s2)CCCC3)nc2c1c(=O)n(C)c(=O)n2C	3	-0.8
c1ccc(OCCCN2CCCC2)cc1	7	0.5
CN(C)c1cccc(-c2nnc(SCCCC#N)o2)c1	15	-1.0
COc1ccc(NC(=O)COC(=O)C(CC(C)C)N2C(=O)C3CC=CCC3C2=O)cc1Cl (stereo unspecified)	24	-1.1
COc1ccc(Cl)cc1/C=C(\C#N)C(N)=O	5	0.6
CC(OC(=O)c1nc(Cl)ccc1Cl)C(=O)NC1CCCCC1C (stereo unspecified)	3	-0.8
CC(=O)Nc1ccc(S(=O)(=O)Nc2nccc(C3Cc4ccccc4C(=O)O3)n2)cc1 (stereo unspecified)	24	0.4
Cc1ccc(NC(=O)c2c(-c3ccccc3Cl)noc2C)nc1	-2	-0.5
Cc1c(C(=O)OCC(=O)N(CCC#N)c2ccccc2)oc2c1ccc1ccccc12	60*	-1.0
CCN1C(=O)/C(=C/c2cccs2)S/C1=N\S(=O)(=O)c1ccc(C)cc1	12	0.1
O=C(O)c1ccccc1C(=O)NC1Cc2ccccc2C1	1	-0.7
Cc1cc(C)cc(N(CC(=O)NCc2ccco2)C(=O)c2snc(C(N)=O)c2N)c1	10	0.9
NC(=O)CC(NC(=O)c1ccccc1)c1ccc(NC2CCCC2)c([N+](=O)[O-])c1 (stereo unspecified)	27	-0.9
CCC(CC)NC(=O)Nc1ccc(C)cc1	11	-0.1
COC(=O)c1cccc(NC(=O)c2cccc(N3C(=O)CCC3=O)c2)c1	4	0.8
Nc1nc(N)c2ncc(C(=O)CCc3ccccc3)nc2n1	36	0.5
CCCCn1ccnc1C(=O)c1ccc(S(=O)(=O)N2CCCC2)cc1	10	-2.6

Five entries from above, arranged by the number in OX1R antag, smallest number first.
| SMILES | OX1R antag | STK33 kinase inh |
| --- | --- | --- |
| CN1CCC(N(C)C(=O)c2ccc(Cl)c(S(=O)(=O)N3CCCCC3)c2)CC1 | -2 | . |
| COc1cccc(NC(=O)CN(C)C(=O)C2CCN(C(=O)c3ccccc3C)CC2)c1 | 7 | -0.5 |
| COc1cccc(C2c3[nH]c4ccccc4c3CCN2Cc2cnn(C)c2)c1 (stereo unspecified) | 11 | 1.2 |
| CCN1C(=O)/C(=C/c2cccs2)S/C1=N\S(=O)(=O)c1ccc(C)cc1 | 12 | 0.1 |
| O=C(CC1NCCNC1=O)Nc1cccc([N+](=O)[O-])c1 (stereo unspecified) | 39 | 0.3 |

The listing continues.
SMILES	OX1R antag	STK33 kinase inh
CC(C)c1ccc(NC(=O)Nc2cnccn2)cc1	22	-3.8
Cc1cc(S(=O)(=O)Nc2ccc(C(=O)NCC(c3ccco3)N(C)C)cc2)ccc1F (stereo unspecified)	9	-1.1
Clc1ccc(Cl)c(-c2nc(-c3ccncc3)no2)c1	14	0.2
COc1ccc(NC(=O)c2cccc(N3C(=O)c4ccc(C(=O)Nc5ccc(OC)c(O)c5)cc4C3=O)c2)cc1O	18	0.3
CC1=NN(C(=O)c2ccccc2-n2cccc2)C(O)(C(F)(F)F)C1 (stereo unspecified)	7	-0.4
CCOc1ccc(-c2[nH]nc3c2C(c2ccc4c(c2)OCO4)C(C#N)=C(N)O3)cc1OC (stereo unspecified)	41	-1.0
Cc1cc(NC(=O)[C@H](C)NC(=O)c2ccco2)ccc1Br	4	0.0
CC(C)Cn1c(=O)[nH]c(=O)c2c(C(F)(F)F)cc(-c3ccccc3)nc21	6	-0.2
O=C(CNC(=O)c1cnccc1C(F)(F)F)c1cccc(Cl)c1	10	-1.4
CC1=C(C(=O)OCC(Br)(Br)Br)C(c2cccc([N+](=O)[O-])c2)NC(=O)N1CCCC(=O)O (stereo unspecified)	4	0.0
Cc1cccc(NC(=O)CN2C(=O)N/C(=C/c3ccc(C)o3)C2=O)c1	11	0.6
CCOc1ccc(OCCCC(=O)NCCc2ccc(OC)cc2)cc1	1	-2.3
COc1ccccc1CNC(=O)COC(=O)c1nc(Cl)ccc1Cl	5	-0.4
O=C(c1cc(Cl)ccc1O)N1CCN(S(=O)(=O)c2cccs2)CC1	7	-2.0
Cc1cc(NC(=O)COc2ccccc2C(N)=O)no1	11	-1.3
CCOc1ccc(-c2cc(NC(=O)c3c(F)cccc3F)c(C(=O)O)s2)cc1	.	-0.9
COc1ccc(OC)c(NC(=O)c2cc(S(=O)(=O)NCc3ccco3)ccc2F)c1	23	-0.9
COc1ccc(-c2nnc(NC(=O)C(C)C)o2)cc1	6	-0.1
O=C(N/N=C/c1c[nH]c2ccccc12)c1cc(-c2ccc(-c3ccccc3)cc2)n[nH]1	11	1.8
Nc1c(C(=O)O)sc2nc(-c3ccc(F)cc3)cc(-c3ccccc3)c12	12	0.1
COc1cccc(OC)c1C(=O)Nc1cccc(-c2nc3ccccc3[nH]2)c1	40	1.4
O=C(Cc1ccc([N+](=O)[O-])cc1)NCC1CCCO1 (stereo unspecified)	23	-0.6

Shown as labelled records: part of the list above.
SMILES: O=C(Cc1ccc([N+](=O)[O-])cc1)NCC1CCCO1 (stereo unspecified)
  OX1R antag = 23
  STK33 kinase inh = -0.6

SMILES: CCOc1ccc(-c2[nH]nc3c2C(c2ccc4c(c2)OCO4)C(C#N)=C(N)O3)cc1OC (stereo unspecified)
  OX1R antag = 41
  STK33 kinase inh = -1.0

SMILES: COc1ccc(NC(=O)c2cccc(N3C(=O)c4ccc(C(=O)Nc5ccc(OC)c(O)c5)cc4C3=O)c2)cc1O
  OX1R antag = 18
  STK33 kinase inh = 0.3

SMILES: CCOc1ccc(-c2cc(NC(=O)c3c(F)cccc3F)c(C(=O)O)s2)cc1
  OX1R antag = .
  STK33 kinase inh = -0.9
